Screens as filed in PubChem.
LYPLA2 counter – counter-screen for PME1 inhibitors: inhibitors of human LYPLA2. O95372. recombinant LYPLA2, FP-Rh probe fluorescence polarization. inhibition, % at 5.9 µM. hit rate 0.38% among 320,000. AID 2177;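 active = inhibition above the screen-wide mean plus 3 SD, limit set per campaign, cut at about 26% in these data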;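 note: 0% = LYPLA2 with DMSO and 100% = wells lacking LYPLA2 enzyme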
Target sequence (O95372 whole entry, looked up): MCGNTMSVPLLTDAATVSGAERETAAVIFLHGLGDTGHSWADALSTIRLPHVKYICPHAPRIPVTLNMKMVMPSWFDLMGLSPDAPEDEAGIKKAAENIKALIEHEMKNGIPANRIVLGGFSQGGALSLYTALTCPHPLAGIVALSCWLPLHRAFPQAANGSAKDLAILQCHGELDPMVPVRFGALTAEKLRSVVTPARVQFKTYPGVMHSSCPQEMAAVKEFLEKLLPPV
TPT1 inh – inhibitors of Candida albicans tRNA 2'-phosphotransferase TPT1. recombinant caTPT1, FP RNA substrate dephosphorylation. inhibition, % at 5 µM. hit rate 0.81% among 300,000;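 active = inhibition above the mean of all tested compounds plus 3 SD, set per screening campaign, cut at about 24% in these data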;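 note: plate controls were DMSO alone for no effect and ferristatin control at 100 nM for full effect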
PP5 primary – blocks human protein phosphatase 5 activity | hit rate 0.18% among 320,000 | P53041 | purified PP5c, OMFP substrate fluorescence | inhibition, % at 6.7 µM;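 active = inhibition above the campaign's mean inhibition across all tested compounds plus 3 SD, cut at about 9.5% in these data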;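 note: 0% = DMSO only and 100% = 100 µM cantharidin control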
PP1 counter – counter-screen for PP5 inhibitors: inhibitors of human PP1-alpha; purified PP1alpha, OMFP fluorescence; hit rate 0.9% among 320,000; AID 2235; P62136; inhibition, % at 6.7 µM;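 active = inhibition above the mean inhibition of all tested compounds plus 3 SD, computed separately for each screening campaign, cut at about 15% in these data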
GASC-1 inh – blocks human GASC-1 demethylase activity | Q9H3R0 | inhibition, % at 2.35 µM | GST-JMJD2C(1-420) H3K9me3 demethylation, DELFIA europium | AID 2099 | hit rate 0.069% among 330,000;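 active = more than half of a compound's replicate wells show inhibition beyond 50%, single wells judged on their own value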;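 note: signal counts dimethyl H3K9 product captured on neutravidin plate; 0% = median of DMSO wells and 100% = 0.3 times that DMSO median; strong numbers were not always called active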
core dimer inh – HCV core protein dimerization inhibition; inhibition, % at 5 µM; hit rate 0.33% among 300,000; TR-FRET GST/Flag-core106 dimerization, 1536-well;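 active = inhibition above the mean of all tested compounds plus 3 SD, set per screening campaign, cut at about 45% in these data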
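Assay system: Tagged HCV core106 pair (GST and Flag) | Buffer or medium: KF-containing HEPES buffer, pH 7.45, DTT, CHAPS, BSA | Also added: Eu donor and XL665 acceptor anti-tag antibodies | Dosing: One concentration, 5 µM, in 0.5% DMSO | Timing: 4 h at 22.5 °C | Technique: TR-FRET 671 and 617 nm emission | Repeats: Singlicate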
CTSL1 counter – counter-screen for PFM18AAP inhibitors: inhibitors of F. hepatica cathepsin L1 | recombinant F. hepatica cathepsin L1, Z-Leu-Arg-MCA fluorescence | inhibition, % at 5.96 µM | hit rate 0.49% among 300,000 | AID 1906;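 active = inhibition above the mean of all tested compounds plus 3 SD, set per screening campaign, cut at about 17% in these data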;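 note: 0% = plate median of test compound wells and 100% = 1 µM Z-Phe-Ala-diazomethylketone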
PREPL inhibitor – human PREPL enzyme inhibition; recombinant PREPL, fluorescence polarization activity-based probe; hit rate 0.68% among 320,000; Q4J6C6; AID 2751; inhibition, % at 5.96 µM; in the data active = inhibition above about 43%;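 note: 0% = enzyme with DMSO and 100% = wells lacking enzyme; many of its hits are not listed in these tables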
Target sequence (Q4J6C6 whole entry, looked up): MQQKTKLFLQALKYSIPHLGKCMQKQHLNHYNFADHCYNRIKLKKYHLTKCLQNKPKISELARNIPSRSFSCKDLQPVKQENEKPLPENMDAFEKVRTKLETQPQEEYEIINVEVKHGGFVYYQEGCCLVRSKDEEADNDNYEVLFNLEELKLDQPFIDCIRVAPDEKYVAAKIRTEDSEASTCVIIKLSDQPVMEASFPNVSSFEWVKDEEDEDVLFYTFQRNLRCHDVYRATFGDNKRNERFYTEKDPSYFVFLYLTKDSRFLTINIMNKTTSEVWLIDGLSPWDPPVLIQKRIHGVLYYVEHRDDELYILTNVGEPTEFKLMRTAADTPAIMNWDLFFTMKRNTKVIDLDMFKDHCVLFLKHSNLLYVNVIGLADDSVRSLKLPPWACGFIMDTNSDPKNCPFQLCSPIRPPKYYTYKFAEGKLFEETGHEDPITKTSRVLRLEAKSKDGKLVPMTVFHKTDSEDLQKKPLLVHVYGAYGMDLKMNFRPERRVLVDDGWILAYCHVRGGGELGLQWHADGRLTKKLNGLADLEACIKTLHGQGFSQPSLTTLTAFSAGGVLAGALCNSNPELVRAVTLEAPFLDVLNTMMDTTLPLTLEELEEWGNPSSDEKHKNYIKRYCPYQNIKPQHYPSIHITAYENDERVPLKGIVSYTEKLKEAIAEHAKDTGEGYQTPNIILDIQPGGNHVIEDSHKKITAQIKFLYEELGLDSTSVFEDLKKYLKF
Efflux pump inh – inhibitors of Candida antifungal efflux pumps expressed in yeast; hit rate 0.44% among 330,000; AID 485275; S. cerevisiae Candida pump triplex, Nile Red efflux; inhibition, % at 10 µM;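 active = plate passing quality check with inhibition over a set limit, or well fluorescence over plate mean plus 4 SD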;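 note: Nile Red retained in pooled yeast measured as flow cytometry median fluorescence; 0% = buffer negative control and 100% = Enniatin B positive control; higher means more Nile Red kept so more efflux inhibition; some compounds called inactive have numbers as strong as hits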
* hit, by the source's call; / = no result given; & = joins results of further samples. This is a subset; count on the stated rates, not on these rows.

SMILES	LYPLA2 counter	TPT1 inh	PP5 primary	PP1 counter	GASC-1 inh	core dimer inh	CTSL1 counter	PREPL inhibitor	Efflux pump inh
O=C(O)CSc1nnc(-c2ccccc2)o1	2	-2	0.1	0	-5	-4	2	2	0.1
Cc1ccc(NC(=O)c2c(NC(=O)CCC(=O)O)sc3c2CCCCC3)cc1	-7	0	0.2	2	-2	48*	-1	3	0.0
O=C(COC(=O)COc1ccc(Nc2ccccc2)cc1)NCc1ccco1	11	-9	-0.2	4	4	33	0	29	-0.1
CCN1CCN(c2ccc(S(=O)(=O)N3CCOCC3)cc2NC(=O)c2ccc(C)c(C)c2)CC1	6	2	-1.0	-7	2	-1	0	9	-0.1
O=c1c2ccccc2nc(SCc2cc(F)ccc2F)n1C1CCCC1	2	-6	0.5	2	14	-2	-4	11	0.0
CC1(C)Cc2cccc(OCC(=O)NCCc3ccc(S(N)(=O)=O)cc3)c2O1	5	/	-0.3	-5	-1	/	/	-1	-0.2
CCOc1ccccc1C(=O)Nc1nncs1	1	-2	5.1	2	72	0	5	21	-0.1
COc1ccc(N/C(C)=C2/C(=O)C(=O)N(CCO)C2c2ccc(Br)cc2)cc1 (stereo not given)	8	-2	1.9	1	0	3	4	3	0.0
CCOc1ccc(S(=O)(=O)NCCCn2ccnc2)cc1	1	-1	-1.0	-6	-6	11	-3	2	0.0
Cc1ccc(NC(=O)Nc2ccc3c(c2)OCO3)cc1F	6	-1	1.9	-4	5	-3	3	8	-0.5
O=C(Nc1ccc(N2CCOCC2)cc1)c1cc2c(s1)CCCCC2	5	-4	-2.8	-5	-6	-2	6	14	0.1
Cc1ccnc(NS(=O)(=O)c2ccc(C(C)(C)C)cc2)c1	5	-3	2.3	-4	9	-2	2	14	-0.1
Cc1ccccc1Nc1nc(N)nc(CSc2ccccc2)n1	2	2	4.1	-1	4	0	-2	-5	0.0
O=C(C(Cc1ccccc1)n1cccc1)N1CCCCC1 (stereo not given)	-9	4	-1.1	3	4	1	-1	-6	0.4
Cc1cccc(-c2noc(CN(C(=O)c3ccc(Br)o3)C(C)C)n2)c1	7	-2	4.5	2	-19	12	0	-10	0.2
CC(NC(=O)C(=O)NCCN1CCN(C(=O)c2ccc([N+](=O)[O-])cc2)CC1)c1ccccc1 (stereo not given)	11	-3	3.0	-4	-2	-8	5	9	0.0
COc1ccc(NC(=O)C2(c3ccc(NC(=O)c4ccc(OC(C)=O)cc4)cc3)CCCC2)cc1	-9	1	0.0	18*	13	7	0	2	-0.1
O=C(CN(CCc1ccccc1)C(=O)CNS(=O)(=O)c1ccc(F)cc1)NCc1ccco1	1	7	5.0	6	8&0	-4	0	-15	0.1
O=C(C[C@@H]1NS(=O)(=O)OC2CCCCC21)c1ccccc1 (stereo not given in full)	4	-1	4.4	-3	8	-1	0	6	0.2
N#CC1=C2Nc3ccccc3N2C(=O)NC1(c1ccccc1)C(F)(F)F (stereo not given)	-3	-4	2.2	1	-1	-7	-2	1	0.1
CN(c1ccc(OCC(=O)OCC(=O)Nc2ccccc2F)cc1)S(=O)(=O)c1cccs1	4	1	-0.7	1	3	3	-2	-4	0.0
CC(=O)Oc1ccc(N2C(=O)C3C4C=CC(C5CC45)C3C2=O)cc1[N+](=O)[O-] (stereo not given)	-1	-1	2.9	-4	-12	-3	-2	4	0.0
CN(C)CCNC=C(C(=O)Nc1ccc(Cl)cc1Cl)C(=O)Nc1ccc(Cl)cc1Cl	-8	0	2.0	-2	-12	-9	2	8	0.2
CCOC(=O)C1CCCN(C(=O)c2ccc3oc(CCc4ccccc4)nc3c2)C1 (stereo not given)	7	2	0.4	0	5	3	0	27	0.2
O=C(NC1CCCN(Cc2ccc(Cl)cc2)C1)c1cccc(F)c1 (stereo not given)	-6	-1	-0.6	0	17	11	8	-23	-0.1
COc1ccc(CN(C)C(=O)[C@H](Cc2ccccc2)NC(=O)c2ccco2)c(OC)c1	2	/	0.9	1	1	/	/	4	0.0
Cc1occc1C(=O)NNC(=O)COc1ccc(Br)cc1Br	6	-1	-0.8	0	-3	-7	-8	3	0.0
COc1ccc(C(C)(C)C)cc1NC(=O)c1cc(S(=O)(=O)N(C)C)ccc1N1CCCC1	3	0	2.0	2	4	14	0	-3	-0.4
CC1(C)Cc2c(C#N)c(OCC(=O)c3ccc(Cl)cc3)nc(-c3ccoc3)c2CO1	2	3	3.1	0	16	4	-2	1	0.1
CC1CCCC(C)N1c1nnc(NC(=O)Cn2c(=O)oc3ccccc32)s1 (stereo not given)	-7	-5	2.0	0	3	-2	-2	23	-0.1
CNc1ccc(/C=C(\CCC(=O)O)c2nc3ccccc3s2)cc1[N+](=O)[O-]	11	-7	0.7	32*	-8	-7	10	24	0.0
O=C(CSc1nnc(-c2ccco2)o1)NCC(=O)c1ccccc1	8	-5	1.7	7	0	1	1	-16	-0.1
CCOc1cc(C(N)=O)cc(Br)c1OC	4	2	-0.7	3	-1	5	-3	-6	-0.1
COc1ccccc1CNC(=O)COc1ccc(C)nc1[N+](=O)[O-]	0	1	-1.9	-3	17	-3	3	14	0.1
COc1ccc2c(c1)CCc1c-2nc2ccccc2c1N1CCOCC1	-6	-5	1.1	1	-5	-2	11	14	0.0
COc1ccc(Cc2nn3c(Cn4nnc5ccccc54)nnc3s2)cc1	4	0	3.2	-1	-6	35	-1	8	0.2
Cc1cc(C)cc(-n2ccnc2SCC(=O)Nc2ccc3c(c2)OCCO3)c1	1	2	4.3	1	-13	16	1	3	0.0
CCN(CC)C(=O)CSc1ncnc2sccc12	1	-1	2.5	0	-2	5	-1	-1	0.0
Nn1c(SCC(=O)Nc2ccccc2F)nnc1-c1cccnc1	-4	5	-2.8	2	4	-1	0	11	0.1
CCOc1ccc(CN2CCN(Cc3cccn3-c3ncccn3)CC2CCO)cc1 (stereo not given)	-3	1	-1.6	-3	-4	0	7	31	0.2
Cc1ccc(Cl)cc1NC(=S)N(C)N	1	-1	1.6	0	-10	-1	-4	6	0.0
CCOC(=O)c1ccc2[nH]c3c(c2c1)CCCC3C(=O)OCC (stereo not given)	4	-2	4.4	4	-14	-1	2	8	0.0
COC(=O)COc1ccc(=O)n(-c2ccccc2)n1	6	-3	-0.3	-2	-9	2	-3	7	0.1
CCC(C)(c1ccc(C(=O)OC)s1)c1ccc(C(=O)OC)s1	6	1	2.0	-6	-1	0	-2	7	0.1
c1cncc(-c2nc3cc4ccccc4cc3[nH]2)c1	-8	0	0.6	0	-1	-17	4	6	0.0
CCN(CC)C(=O)c1ccccc1NC(=O)c1cccc(S(=O)(=O)N(CC)CC)c1	-7	2	-1.9	-2	-2	-2	2	-9	0.2
Cc1cc(Nc2ccc3c(c2)OCCO3)c2ccccc2n1	9	0	0.2	-1	15	-5	2	14	0.1
C=CCOC(=O)c1ccc(-n2cnc(C)n2)nc1	4	-7	-1.2	-2	-3	-14	3	14	0.1
Cc1ccc(N2C(=O)CC(C)CC2=O)cc1	6	-2	2.2	-1	15	-2	-4	-8	-0.1
O=S(=O)(NCCSCc1ccc(Cl)c(Cl)c1)c1ccc2c(c1)OCCO2	-48	-3	3.0	5	40	7	3	-72	0.2
COc1ccc(CNC(=O)CN(c2cccc([N+](=O)[O-])c2)S(C)(=O)=O)cc1	4	-2	1.2	-1	-1	-2	7	-2	-0.2
Cc1cc(C)cc(NC(=O)CS(=O)(=O)c2cccc3nsnc23)c1	-5	1	1.0	1	9	-7	1	-10	0.0
CN(CC(=O)Nc1c(Cl)cccc1Cl)C(=O)Cc1cccs1	1	/	-0.7	0	3	/	/	6	-0.2
OC(COc1ccccc1)CN1CCN(CC(O)COc2ccccc2)CC1 (stereo not given)	1	-7	-2.8	-1	15	-5	-1	1	-0.3
O=C(c1ccc2c3n(nc2c1)-c1ccc(Cl)cc1CO3)N1CCCCC1	-4	-2	2.5	1	-3	-1	0	3	0.3
Cc1nc2nc(SCC(=O)NCCCN3CCOCC3)nn2c(C)c1Cc1ccccc1	-4	1	-1.4	-8	-4	1	-2	5	0.0
CC(C)n1nc(C(=O)Oc2cc(Cl)ccc2Cl)c2ccccc2c1=O	-9	0	-0.1	-2	0	-4	1	1	0.1
CC(C)CCNC(=O)C1CCN(S(=O)(=O)c2ccc3c(c2)CCC(=O)N3)CC1	-2	4	-2.4	-2	-18	0	-5	2	-0.2
COC(=O)C(C)Sc1nc2ccsc2c(=O)n1Cc1ccccc1 (stereo not given)	-5	-4	-1.9	-2	-6	-12	6	10	0.0
Cc1cc(Cl)ccc1NC(=O)CN1C(=O)NC2(CCCC2)C1=O	0	1	0.5	-3	4	-13	1	1	-0.1
The list goes on:
SMILES	LYPLA2 counter	TPT1 inh	PP5 primary	PP1 counter	GASC-1 inh	core dimer inh	CTSL1 counter	PREPL inhibitor	Efflux pump inh
C=CCCC(=O)N1CCC(n2nccc2NC(=O)c2ccc(OC)cc2)CC1	8	2	-0.8	0	3	1	-2	-6	-0.1
Cn1c(SCC(=O)N2CCCC2)nnc1-c1ccc2c(c1)OCO2	-4	-1	3.2	0	1	-8	2	16	-0.1
Cc1cc2c(c(=O)n1Cc1ccccn1)C(C(C)C)C(C#N)=C(N)O2 (stereo not given)	3	0	4.2	-7	-25	-9	-1	-15	0.0
O=C(CC1C(=O)NCCN1C(=O)Nc1ccccc1)Nc1cccc(C(F)(F)F)c1 (stereo not given)	9	-1	5.2	0	0	-9	-1	-8	-0.1
CN(C(=O)COC(=O)C1=COCCO1)C1(C#N)CCCCC1	4	/	-0.7	-1	5	/	/	4	-0.2
COc1ccc(CNC(=O)CN(c2ccc(OC)c(Cl)c2)S(=O)(=O)c2ccc(C)cc2)cc1	-2	-2	1.8	11	4	-9	3	-8	-0.1
COc1cccc(NC(=O)CSc2nnc(CNC(=O)c3ccco3)n2C)c1	1	-3	1.7	-2	0	-2	-2	-3	0.1
O=C(O)c1ccc2c(=O)[nH]c(CCl)nc2c1	6	-1	3.7	2	3	0	-3	-3	0.0
COc1ccc(N2C(=O)CCC2(C(N)=O)c2ccccc2)cc1 (stereo not given)	-3	6	1.4	-2	28	1	-4	11	-0.1
COc1ccc(/C=N/NC(=O)c2[nH]c3ccc(Br)cc3c2-c2ccccc2)cc1	-50	-2	6.4	2	3	22	-1	1	0.0
CC(C)N(C1=N/C(=C\c2ccco2)C(=O)N1c1ccccc1)C(C)C	-13	20	-7.0	-10	2	7	8	13	0.1
COc1cc(C(=O)N/C(=C\c2cn(S(=O)(=O)N(C)C)c3ccccc23)C(=O)N2CCCC2)cc(OC)c1OC	0	-3	1.0	0	1	7	-1	-5	0.0
CS(=O)(=O)N1CCN=C1SCc1ccc([N+](=O)[O-])cc1	5	0	4.5	-5	-3	-9	-5	0	0.1
O=[N+]([O-])c1ccc2nc(CCCO)[nH]c2c1	5	-7	-1.4	-1	-7	1	4	10	-0.2

A portion of the results above, for reference:
SMILES	LYPLA2 counter	TPT1 inh	PP5 primary	PP1 counter	GASC-1 inh	core dimer inh	CTSL1 counter	PREPL inhibitor	Efflux pump inh
C=CCCC(=O)N1CCC(n2nccc2NC(=O)c2ccc(OC)cc2)CC1	8	2	-0.8	0	3	1	-2	-6	-0.1
Cn1c(SCC(=O)N2CCCC2)nnc1-c1ccc2c(c1)OCO2	-4	-1	3.2	0	1	-8	2	16	-0.1
Cc1cc2c(c(=O)n1Cc1ccccn1)C(C(C)C)C(C#N)=C(N)O2 (stereo not given)	3	0	4.2	-7	-25	-9	-1	-15	0.0
